RGS4 inh = RGS4 inhibitors, primary screen, cell-based, HEK293 M3R inducible RGS4, calcium flux; Regulator of G-protein signaling 4 (Homo sapiens), P49798; Fluo-4 calcium flux; active compounds read high; triggered by carbachol at its EC20; B-score at 10 µM; actives 0.45% (n = 310,000); AID 463165, 2010;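 active means B-score, a plate-corrected calcium signal, over three deviations above library mean, with baseline fluorescence within five deviations of library mean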;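 further: RGS4 expression induced by doxycycline in cells with stable M3 receptor; B-score is computed from the integrated fluorescence ratio over baseline after carbachol; higher B-score means a larger calcium signal and so more RGS4 inhibition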
Target sequence (P49798 whole entry, looked up): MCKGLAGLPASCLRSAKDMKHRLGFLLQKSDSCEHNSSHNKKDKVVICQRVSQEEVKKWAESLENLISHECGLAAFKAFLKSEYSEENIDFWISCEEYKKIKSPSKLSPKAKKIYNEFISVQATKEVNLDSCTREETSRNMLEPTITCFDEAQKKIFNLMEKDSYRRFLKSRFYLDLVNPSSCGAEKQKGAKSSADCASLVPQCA
TRPC6 inhibitor = mouse TRPC6 channel inhibitors, primary screen, cell-based, HEK293, membrane potential dye | Short transient receptor potential channel 6 (Mus musculus), Q61143 | AID 2553, 2010 | ACh-evoked depolarization; active compounds read low | actives 1.1% (n = 310,000) | B-score at 10 µM;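 active means B-score under library mean minus 3 SD, initial fluorescence not abnormally high, positive integrated signal ratio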;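 further: B-score derived from integrated fluorescence ratio over the kinetic read; more negative B-score means stronger inhibition of depolarization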
Target sequence (Q61143 whole entry, looked up): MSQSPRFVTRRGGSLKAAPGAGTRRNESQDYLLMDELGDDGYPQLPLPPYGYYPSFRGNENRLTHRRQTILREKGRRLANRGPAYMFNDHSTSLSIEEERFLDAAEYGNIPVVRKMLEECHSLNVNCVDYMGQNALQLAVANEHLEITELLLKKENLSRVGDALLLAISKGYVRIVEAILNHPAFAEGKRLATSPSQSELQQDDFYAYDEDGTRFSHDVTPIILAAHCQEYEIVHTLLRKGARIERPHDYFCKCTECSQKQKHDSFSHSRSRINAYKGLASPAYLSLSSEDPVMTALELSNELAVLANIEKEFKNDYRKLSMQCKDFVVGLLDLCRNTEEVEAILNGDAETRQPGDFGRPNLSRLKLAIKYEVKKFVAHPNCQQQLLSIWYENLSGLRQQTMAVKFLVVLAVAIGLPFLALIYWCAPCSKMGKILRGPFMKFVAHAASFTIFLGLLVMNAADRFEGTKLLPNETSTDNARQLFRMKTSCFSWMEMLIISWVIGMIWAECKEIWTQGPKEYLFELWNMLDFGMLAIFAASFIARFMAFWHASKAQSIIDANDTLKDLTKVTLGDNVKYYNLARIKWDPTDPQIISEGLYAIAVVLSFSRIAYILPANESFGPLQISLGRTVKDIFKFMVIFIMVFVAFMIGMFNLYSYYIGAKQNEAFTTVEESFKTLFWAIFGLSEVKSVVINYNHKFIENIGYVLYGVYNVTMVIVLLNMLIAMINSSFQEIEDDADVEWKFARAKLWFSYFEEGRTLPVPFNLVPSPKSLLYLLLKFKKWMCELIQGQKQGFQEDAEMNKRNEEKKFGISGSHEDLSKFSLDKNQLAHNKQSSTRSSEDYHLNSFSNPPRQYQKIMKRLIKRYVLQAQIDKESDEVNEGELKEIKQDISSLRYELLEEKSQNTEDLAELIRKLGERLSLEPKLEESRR
TRPC4 PAM = positive allosteric modulators of TRPC4, primary screen, cell-based, mouse TRPC4beta, HEK293 mu-opioid, Fluo-4 calcium. Short transient receptor potential channel 4 (Mus musculus), Q9QUQ5. DAMGO EC20, Fluo-4 Ca2+ flux; active compounds read high. B-score at 10 µM. actives 0.42% (n = 310,000). AID 2227, 2009;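 active means B-score of calcium response area above 5 SD of library B-scores, with initial fluorescence ratio within 5 SD of library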;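 further: B-score of integrated fluorescence ratio over time as area under calcium response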
TMEM16A act = TMEM16A chloride channel activators or potentiators, primary screen, cell-based, HTS; Anoctamin-1 (Mus musculus), Q8BHY3; HEK293 TMEM16A/YFP-H148Q/I152L, iodide quench fluorescence; active compounds read low; B-score at 10 µM; actives 0.3% (n = 340,000);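 active means fluorescence-ratio B-score plate-corrected deviation score at least 3 library SD below zero, with starting fluorescence score within 5 deviations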;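 further: channel opened by trigger with iodide after compound preincubation; score built on the fluorescence ratio of max minus min over baseline; more negative score means more quench and so TMEM16A activation or potentiation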
TRPC6 activator = mouse TRPC6 channel activators, primary screen, cell-based, HEK293, membrane potential dye | actives 0.13% (n = 310,000) | HEK293-TRPC6 membrane potential dye fluorescence; active compounds read high | Short transient receptor potential channel 6 (Mus musculus), Q61143 | AID 2550, 2010 | B-score at 10 µM;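 active means B-score of the integrated fluorescence ratio above library mean plus 3 SD, and starting fluorescence ratio within library mean plus 5 SD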;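 further: higher score means more depolarization so channel activation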
ANO1 block = TMEM16A chloride channel inhibitors, primary screen, cell-based, HTS. Anoctamin-1 (Mus musculus), Q8BHY3. HEK293 TMEM16A/YFP iodide influx fluorescence, ionomycin. normalized B-score (activity score, 25-100; higher = stronger inhibition) at 10 µM. actives 1.2% (n = 310,000);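 active means ratio plate-corrected score three or more library SD toward inhibition, starting fluorescence score within five deviations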;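 further: score derived from kinetic fluorescence span divided by baseline fluorescence per well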
MrgX1 antag = antagonists of human MrgX1 receptor, primary screen, HEK293 cells, Fluo-4 calcium flux. Mas-related G-protein coupled receptor member X1 (Homo sapiens), Q96LB2. AID 588676, 2011. BAM8-22 antagonism; active compounds read low. B-score at 10 µM. actives 1.3% (n = 310,000);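 active means calcium-response B-score plate-corrected more than 3 library SD below zero, starting fluorescence within 5 deviations, no agonist response on first addition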;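 further: peak minus trough fluorescence over baseline after final BAM8-22 challenge near maximal dose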
TRPC4 act = activators of mouse TRPC4 channel, primary screen, Fluo4 calcium, HEK293 TRPC4beta/mu-opioid cells; B-score at 10 µM; AID 2237, 2010; actives 0.49% (n = 310,000); Fluo4 calcium fluorescence; active compounds read high;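 active means B-score above 5 SD of library B-scores, and initial fluorescence ratio not above library mean plus 5 SD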;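 further: positive B-score marks a calcium rise read as TRPC4 activation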
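Test system: HEK293 cells stably co-expressing mouse TRPC4beta and mu-opioid receptor | Schedule: Fluo4 dye loading 45 min at room temperature, 110 s recording | Measured by: Kinetic Fluo4 calcium fluorescence, 5 s baseline at 1 Hz | Evaluation: B score of integrated ratio | Controls: Buffer (low) and maximal DAMGO (high)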
MrgX1 ag = agonists of human MrgX1 receptor, primary screen, HEK293 cells, Fluo-4 calcium flux; Fluo-4 calcium fluorescence, agonist mode; active compounds read high; B-score at 10 µM; actives 0.44% (n = 310,000); AID 588627, 2011;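 active means calcium response B-score plate-corrected fluorescence ratio at least 3 library SD, with starting fluorescence B-score inside 5 SD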
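Test system: HEK293 cells stably expressing human MrgX1 receptor; amount: 15,000 cells per well; doses: compound delivered in addition one of three; times: overnight plating before 1 h dye loading; detection: Fluo-4 NW calcium-flux fluorescence, kinetic read; read-out basis: B-scored fluorescence response ratio; controls: positive and negative controls per plate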
MrgX1 PAM = positive allosteric modulators of MrgX1, primary screen, HEK293 cells, Fluo-4 calcium flux; FDSS; active compounds read high; Mas-related G-protein coupled receptor member X1 (Homo sapiens), Q96LB2; B-score at 10 µM; AID 588675, 2011; actives 0.63% (n = 310,000);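 active means plate-corrected calcium response at least 3 library SD above typical, normal starting fluorescence, not activating the receptor alone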;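 further: compound read alongside a low EC10 to EC30 dose of BAM8-22 agonist; peak minus trough fluorescence over baseline measured at the second addition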
TRPC4 inh = inhibitors of mouse TRPC4 channel, primary screen, Fluo4 calcium, HEK293 TRPC4beta/mu-opioid cells | DAMGO-evoked Fluo4 calcium flux; active compounds read low | Short transient receptor potential channel 4 (Mus musculus), Q9QUQ5 | B-score at 10 µM | actives 0.39% (n = 300,000);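 active means B-score over 3 SD under the library average, no early fluorescence shift, positive overall ratio signal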
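Assay system: TRPC4beta/mu-opioid receptor HEK293 cell line; compound dosing: single concentration per test compound; detection: Fluo4 Ca2+ flux fluorescence; evaluation: per-well B score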
* hit, by the source's call; i = inactive; nt = not tested or not shown.

entry | SMILES | RGS4 inh | TRPC6 inhibitor | TRPC4 PAM | TMEM16A act | TRPC6 activator | ANO1 block | MrgX1 antag | TRPC4 act | MrgX1 ag | MrgX1 PAM | TRPC4 inh
1 | CCCCCCCCSc1nnc(CSc2nc3nc(C)cc(C)n3n2)o1 | i | i | i | i | i | i | i | i | i | i | i
2 | COc1ccc(NC(=O)C2CCN(S(C)(=O)=O)CC2)cc1Cl | i | i | i | i | i | i | i | i | i | i | i
3 | CC/C(=C\C(=O)c1ccncc1)Nc1ccc(O)cc1 | i | i | i | i | i | i | i | i | i | i | i
4 | Cc1cc(C(F)(F)F)cc(NNC(=O)NC(=O)c2ccc(Cl)cc2)n1 | i | i | i | i | i | i | i | i | i | i | i
5 | Cc1cc(-c2cccc([N+](=O)[O-])c2)nc2ccc3ccccc3c12 | i | i | i | i | i | i | i | i | i | i | i
6 | O=C(c1cccc2cccc(O)c12)N1CCCCC1 | i | i | i | i | i | i | i | i | i | i | i
7 | Cc1ccc(-c2nc(CS(=O)CC(=O)NCCCc3ccccc3)c(C)o2)cc1 (stereo not given) | i | i | i | i | i | i | i | i | i | i | i
8 | CCC(=O)N1CCc2cc(S(=O)(=O)CCC(=O)Nc3nc(C)cs3)ccc21 | i | i | i | i | i | i | i | i | i | i | i
9 | Cc1ccc(S(=O)(=O)Oc2ccc(C3C4=C(CCCC4=O)N(CCC(=O)O)C4=C3C(=O)CCC4)cc2Cl)cc1 | i | i | i | i | i | i | i | i | i | i | i
10 | CCN1CCN(CCC(=O)Nc2ccc(Br)c(C)c2)CC1 | i | i | i | i | i | i | i | i | i | i | i
11 | Cc1onc(NC(=O)NC(=O)c2c(Cl)cccc2Cl)c1Br | i | i | i | i | i | i | i | i | i | i | i
12 | Cn1c(=O)c2cc(S(=O)(=O)NC(C(=O)NCc3cccnc3)c3ccccc3)ccc2n(C)c1=O (stereo not given) | i | i | i | i | i | i | i | i | i | i | i
13 | Cc1nn(C)c(Oc2ccccc2)c1CCNC(=O)CC(C)C | i | i | i | i | i | i | i | i | i | i | i
14 | CC1(C)SC(=S)N(/N=C/c2cccnc2)C1N(O)C(=O)Nc1ccccc1 (stereo not given) | i | i | i | i | i | i | i | i | i | i | i
15 | Cc1ccc(C(=O)COC(=O)c2c(C)cc(=O)oc2C)cc1[N+](=O)[O-] | i | i | i | i | i | i | i | i | i | i | i
16 | S=c1[nH]nc(-c2ccccc2)n1/N=C/c1ccc(-c2ccccc2Cl)o1 | i | i | i | i | i | i | i | i | i | i | i
17 | Cc1c(CCC(=O)NCCCn2ccnc2)c(=O)oc2c(C)c3oc4c(c3cc12)CCCC4 | i | i | i | i | i | i | i | i | i | i | i
18 | CC1CCN(C(=O)c2ccccc2NS(=O)(=O)c2ccccc2)CC1 | i | i | i | i | i | i | i | i | i | i | i
19 | O=C(NCC(=O)N(c1cccnc1)C(C(=O)NC1CCCCC1)c1cccnc1)c1ccco1 (stereo not given) | i | i | i | nt | i | i | i | i | i | i | i
20 | COc1ccc(CC(=O)Oc2ccccc2[N+](=O)[O-])cc1 | i | i | i | i | i | i | i | i | i | i | i
21 | Cc1cc2c([nH]c3ccccc32)c(C)n1 | i | i | i | i | i | i | i | i | i | i | i
22 | CCN(CC)c1ccc(/C=N/NC(=O)OC)c(O)c1 | i | i | i | i | i | i | i | i | i | i | i
23 | CCc1nc(OCCN(CC)CC)c2oc3ccccc3c2n1 | i | i | i | i | i | i | i | i | i | i | i
24 | COc1ccc(C(=O)N(C)C2CCCN(Cc3ccccc3F)C2)cc1OC (stereo not given) | i | i | i | i | i | i | i | i | i | i | i
25 | CCn1c(=O)c(C(=O)NNC(=O)Cc2ccccc2)c(O)c2ccccc21 | i | i | i | i | i | i | i | i | i | i | i
26 | O=C(NCc1ccc2c(c1)OCO2)C1CC(c2ccccc2O)=NO1 (stereo not given) | i | i | i | i | i | i | i | i | i | i | i
27 | CC(C)NC(=O)/C=C/C(=O)O | i | i | i | i | i | i | i | i | i | i | i
28 | CC1CCCN(C(=O)CSc2nnc(-c3c[nH]c4ccccc34)o2)C1 (stereo not given) | i | i | i | i | i | i | i | i | i | 9.5* | i
29 | CCCN(CC(=O)Nc1ccccc1C)C(=O)c1ccc(S(=O)(=O)N2CCCCC2)cc1 | i | i | i | i | i | i | i | i | i | i | i
30 | CC1CCc2nc(NC(=O)CN3CCN(Cc4ccc5c(c4)OCO5)CC3)sc2C1 (stereo not given) | i | i | i | i | i | i | i | i | i | i | -6*
31 | CC(C)c1nnc(NC(=O)CCS(=O)(=O)c2ccccc2)s1 | i | i | i | i | i | i | i | i | i | i | i
32 | O=S(=O)(O)c1nnc2sc3ccccc3n12 | i | i | i | i | i | i | i | i | i | i | i
33 | O=C(CSc1nc(-c2ccccc2)nc2ccc(F)cc12)Nc1ccc(C(=O)O)cc1 | i | i | i | i | i | i | i | i | i | i | i
34 | Cc1ccc(C(=O)O/N=C\c2ccc(N3CCOCC3)c([N+](=O)[O-])c2)cc1 | i | i | i | i | i | i | i | i | i | i | i
35 | COc1ccc(C(C(=O)NCCC(C)C)N(CCO)C(=O)c2snc(C(N)=O)c2N)cc1OC (stereo not given) | i | i | i | i | i | i | i | i | i | i | i
36 | COC(=O)[C@@H](NC(=O)Nc1ccc(OC(F)(F)F)cc1)C(C)C | i | i | i | i | i | i | i | i | i | i | i
37 | FC(F)(F)c1ccc(Sc2n[nH]c(C(F)(F)F)n2)nc1 | i | i | i | i | i | i | i | i | i | i | i
38 | COc1cc(C(C(=O)NC2CCCC2)N(C(=O)c2snc(C(N)=O)c2N)c2ccccc2)cc(OC)c1OC (stereo not given) | i | i | i | i | i | i | i | i | i | i | i
39 | O=C(CCSCc1ccccc1Cl)NCc1ccco1 | i | i | i | i | i | i | i | i | i | i | i
40 | NC(=O)CC(NC(=O)c1ccccc1)c1ccc(N2CCN(c3ccccn3)CC2)c([N+](=O)[O-])c1 (stereo not given) | i | i | i | i | i | i | i | i | i | i | i
41 | Cc1ccc(S(=O)(=O)NNc2nnc(C)c(=O)[nH]2)cc1 | i | i | i | i | i | i | i | i | i | i | i
42 | O=C(O)c1ccc(Cl)c(S(=O)(=O)NC(Cc2ccccc2)C(=O)O)c1 (stereo not given) | i | i | i | i | i | i | i | i | i | i | i
43 | O=C(CCN1CCCC1)Nc1ccccc1 | i | i | i | i | i | i | i | i | i | i | i
44 | C/C=C1\COC(C(=O)NCCN2CCCC2)(C(F)(F)F)C=C1C=C1CCCCC1 (stereo not given) | i | i | i | i | i | i | i | i | i | i | i
45 | Cc1nc(-c2cc(-c3nc(-c4ccc(C(C)(C)C)cc4)no3)no2)cs1 | i | i | i | i | i | i | i | i | i | i | i
46 | COc1ccccc1N1CCN(Cc2cc(=O)c(OCC(=O)NC(C)C)co2)CC1 | i | i | i | i | i | i | i | i | i | i | i
47 | CCC/C(O)=C1\C(=O)CCCC1=NC(C)C(=O)O (stereo not given) | i | i | i | i | i | i | i | i | i | i | i
48 | COc1ccc(NC(=S)NC(NC(=O)c2ccc(Cl)cc2Cl)C(Cl)(Cl)Cl)c([N+](=O)[O-])c1 (stereo not given) | i | i | i | i | i | i | i | i | i | i | i
49 | CC(=O)Nc1ccc(Nc2ncnc3ccccc23)cc1 | i | i | i | nt | i | i | i | i | i | i | i
50 | CS(C)(=O)=NS(=O)(=O)c1ccc(Cl)cc1 | i | i | i | i | i | i | i | i | i | i | i
51 | CC(=O)COc1ccc2c(-c3ccccc3)cc(=O)oc2c1 | i | i | i | i | i | i | i | i | i | i | i
52 | CS(=O)(=O)N(CC(=O)N1CCN(Cc2ccccc2)CC1)c1cccc([N+](=O)[O-])c1 | i | i | i | i | i | i | i | i | i | i | i
53 | O=S(=O)(Nc1ncccn1)c1ccc(Nc2ncnc3ccccc23)cc1 | i | i | i | i | i | i | i | i | i | i | i
54 | CC(Nc1ccccc1)c1ccncc1 (stereo not given) | i | i | i | i | i | i | i | i | i | i | i
55 | COc1cc(Cl)ccc1OCc1cc(C(=O)NC(C)Cc2cnccn2)no1 (stereo not given) | i | i | i | i | i | i | i | i | i | i | i
56 | COc1cc(C2C(C#N)=C(N)Oc3n[nH]c(-c4cccnc4)c32)ccc1OCC(N)=O (stereo not given) | i | i | i | i | i | i | i | i | i | i | i

Next results follow.
entry | SMILES | RGS4 inh | TRPC6 inhibitor | TRPC4 PAM | TMEM16A act | TRPC6 activator | ANO1 block | MrgX1 antag | TRPC4 act | MrgX1 ag | MrgX1 PAM | TRPC4 inh
57 | O=P(c1ccc2c(c1)OCCO2)(N1CCOCC1)N1CCOCC1 | i | i | i | i | i | i | i | i | i | i | i
58 | O=C1Nc2c(c(=O)[nH]c(=O)n2Cc2ccccc2)C1(NS(=O)(=O)c1ccccc1)C(F)(F)F (stereo not given) | i | i | i | i | i | i | i | i | i | i | i
59 | Brc1ccccc1OCCCn1cnc2ccccc21 | i | i | i | i | i | i | i | i | i | i | i
60 | Clc1ccc(CNCC2CCCO2)cc1 (stereo not given) | i | i | i | i | i | i | i | i | i | i | i
61 | CC(=O)Nc1ccc2cc3ccc(NC(C)=O)cc3nc2c1 | i | i | i | -9.8* | i | i | i | i | i | i | i
62 | Cn1nccc1C(=O)Nc1ccccc1C(=O)O | i | i | i | i | i | i | i | i | i | i | i
63 | Cc1ccccc1-n1c(O)cc(=O)[nH]c1=S | i | i | i | i | i | i | i | i | i | i | i
